Screens: PubChem, several laboratories
eLon inh: inhibitors of E. coli Lon protease, primary screen, biochemical, fluorescence polarization; P0A9M0; purified E. coli Lon protease; inhibition, % at 7.94 µM; 360,000 tested, 0.42% active; AID 602123, 2011; in the data active = inhibition above about 13%, passing the limit was not always enough;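 note: 0% = enzyme with probe and DMSO and 100% = no enzyme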
MsrA inhibitor: bovine MsrA enzyme inhibitors, primary screen, biochemical, absorbance, HTS; 360,000 tested, 0.75% active; inhibition, % at 15.5 µM; purified bovine MsrA, absorbance read-out; AID 651718, 2012; Methionine sulfoxide reductase A (Bos taurus); in the data active = inhibition above about 4.5%;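 note: 0% = vehicle wells with enzyme and 100% = reference inhibitor wells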
Rpn11 inh: Rpn11 (PSMD14) deubiquitinase inhibitors, primary screen, biochemical, fluorescence polarization, uHTS | 360,000 tested, 0.59% active | human 26S proteasome, Ub4-pepOG fluorescence polarization; 20S core pre-blocked with epoxomicin | 26S proteasome non-ATPase regulatory subunit 14 (Homo sapiens), O00487 | calls only at 20 µM;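 active = inhibition at 20 µM, scaled to each plate's controls, above about 33%, limit read from the data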
CSN deneddyl inh: inhibitors of CSN-mediated cullin deneddylation, primary screen, biochemical, fluorescence polarization, uHTS. Purified CSN, SCF-Nedd8-OG deneddylation. inhibition, % at 12.5 µM. 360,000 tested, 0.38% active. COP9 signalosome complex subunit 5 (Homo sapiens), Q92905;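 active = pattern-corrected inhibition above about 35%, with an unprinted fluorescence ratio check between 0.5 and 1.5, limit read from the data, passing the limit was not always enough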;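 note: 0% = enzyme with substrate and 100% = substrate without enzyme; some results filed as inactive read as strong as hits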
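Assay system: purified human Csn5 enzyme expressed in HEK293T cells; measure: % inhibition; also added: SCFSkp2-Nedd8OG substrate at 10 nM final; technique: fluorescence polarization; times: reaction 90 min, room temperature; medium: Tris buffer pH 7.5, NaCl, DTT, Tween-20, trehalose, ovalbumin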
MLLE-PAM2 inh: inhibitors of PABP1 MLLE–PAM2 peptide binding, primary screen, biochemical, fluorescence polarization, FITC-PAM2, GST-MLLE; AID 588489, 2011; inhibition, % at 20 µM; 360,000 tested, 0.36% active; in the data active = inhibition above about 35%, passing the limit was not always enough;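 note: plate controls were DMSO wells with GST-MLLE for no effect and wells lacking GST-MLLE protein for full effect; some results filed as inactive read as strong as hits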
FAS TE block: FAS thioesterase domain inhibitors, primary screen, biochemical, fluorescence intensity, uHTS; Fatty acid synthase (Homo sapiens), P49327; recombinant FAS-TE, OMFH fluorogenic substrate, fluorescence endpoint; inhibition, % at 15 µM; 360,000 tested, 0.67% active; AID 602261, 2012;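 active = compounds whose normalised, plate-corrected inhibition of enzyme fluorescence in the single-dose primary screen is 50% or more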;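 note: 0% = DMSO with enzyme and 100% = substrate without enzyme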
MT1-MMP act inh: blockers of MT1-MMP proenzyme processing, primary screen, HT1080 RFP-PRO-GFP cells, GFP/RFP fluorescence; GFP/RFP ratio change, % at 20 µM; Matrix metalloproteinase-14 (Homo sapiens), P50281; 360,000 tested, 0.061% active; GFP/RFP ratio fluorescence, overnight; percent of plate control window, DMSO zero;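 active = GFP/RFP ratio change of at least 30% with cell ATP level not reduced by more than half and red fluorescence within 50% of control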; note: strong numbers were not always called active
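Compound: 20 µM single dose, 1% DMSO / System: HT1080 RFP-PRO-GFP cells / Controls: DMSO and RFP-L50D-GFP cell wells / Read-out basis: GFP/RFP fluorescence ratio / Schedule: overnight compound exposure at 37 °C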
Rin1-Abl PPI inh: inhibitors of Rin1-Abl protein binding, primary screen, biochemical, TR-FRET | inhibition, % at 7.35 µM | 360,000 tested, 0.4% active | Tyrosine-protein kinase ABL1 (Homo sapiens) + Ras and Rab interactor 1 (Homo sapiens), … | AID 588664, 2011; in the data active = inhibition above about 5%, passing the limit was not always enough
bovine MsrA act: bovine MsrA enzyme activators, primary screen, biochemical, absorbance, HTS; 360,000 tested, 0.3% active; Methionine sulfoxide reductase A (Bos taurus); activation, % at 10.6 µM; purified bovine MsrA, absorbance read-out; in the data active = activation above about 7.5%;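 note: 0% = vehicle and 100% = reference activator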
Starred values were filed as active, the others as inactive; i = inactive; nt = no result given.

1. CCOC(=O)C1(C)/C(=N/Nc2ccccc2Cl)C(=O)C(=O)N1c1ccccc1 (stereo not given)
2. Nc1nonc1C(=O)NCCNS(=O)(=O)c1ccc(Br)cc1
3. CN(C)c1ccc(S(=O)(=O)N2CCC(Cc3ccccc3)CC2)cn1
4. c1ccc(Cn2nnnc2C(c2cccs2)N2CCOCC2)cc1 (stereo not given)
5. CCCCN(C(=S)SC)C1CCS(=O)(=O)C1 (stereo not given)
6. O=C(CCNS(=O)(=O)c1ccc(Br)cc1)NCCc1ccc(Cl)cc1
7. O=C(Nc1ccc(Cl)cc1)C1CC(=O)n2c(nc3ccccc32)N1 (stereo not given)
8. COc1ccc(OC)c(-n2nnnc2SCC(=O)Nc2ccccc2OC)c1
Assay by compound	1	2	3	4	5	6	7	8
eLon inh	-11	-3	-8	-10	5	1	-5	-8
MsrA inhibitor	1.5	0.1	0.0	0.3	-0.3	0.0	nt	-1.2
Rpn11 inh	i	i	i	i	i	i	i	i
CSN deneddyl inh	3	-3	1	-1	0	-2	-9	3
MLLE-PAM2 inh	1	-4	4	3	-17	-12	4	-13
FAS TE block	3	-10	32	-2	-8	14	-3	9
MT1-MMP act inh	-1	4	-1	1	-2	1	6	-2
Rin1-Abl PPI inh	1	2	3	3	-2	-1	-4	-1
bovine MsrA act	0	-10	-2	1	-3	-4	-4	-3

9. O=C(NC1CCCC1)c1cccc2c1C(=O)c1ccc(Cl)cc1S2(=O)=O
10. CCOC(=O)N/N=C\C=C\c1ccc2c(c1)OCO2
11. CN(Cc1cc(Cl)cc(Cl)c1)[C@H]1C[C@H]2c3[nH]c4ccccc4c3CCN2C(=O)[C@H]1CO
12. COc1ccc(OC)c(N(C(=O)c2ccco2)C(C(=O)NC2CCCC2)c2ccc(N3CCOCC3)cc2)c1 (stereo not given)
13. CC1COC(=O)C(NNc2ccc(Cl)c(Cl)c2)=N1 (stereo not given)
14. COc1cccc(-c2cnc(C(O)c3ccccc3OC)[nH]2)c1 (stereo not given)
15. COc1ccc(-c2cc(C(=O)N3CCN(Cc4ccccc4)CC3)no2)cc1OC
16. CC1(C)C2CCC1(C(=O)O)c1nc3ccccc3nc12 (stereo not given)
Assay by compound	9	10	11	12	13	14	15	16
eLon inh	-9	3	-11	-5	-4	-16	-1	-2
MsrA inhibitor	0.5	7.3*	-1.3	-0.7	1.6	0.3	0.3	0.4
Rpn11 inh	i	i	i	i	i	i	i	i
CSN deneddyl inh	-5	-2	4	-3	7	7	4	4
MLLE-PAM2 inh	2	0	3	6	-1	-23	-11	-2
FAS TE block	-3	-4	14	10	4	-11	-1	-9
MT1-MMP act inh	2	2	-31	-2	-2	-3	-2	1
Rin1-Abl PPI inh	-2	0	-1	2	0	-2	-4	1
bovine MsrA act	-1	-5	-1	-1	-10	-4	-3	-4

17. Cn1nc(C(C)(C)C)cc1C(=O)NNC(=O)c1ccccc1Cl
18. Cn1cc(CNC(=O)C2c3ccccc3Oc3ccccc32)cn1
19. O=C(Nc1nc(-c2cc3ccccc3o2)cs1)c1ccc(S(=O)(=O)N2CCCC2)cc1
20. Cc1cccc(NS(=O)(=O)c2ccc(C(=O)N3CC(C)OC(C)C3)cc2)c1C (stereo not given)
21. COc1ccc(/C=C2\CCc3c2nc2ccccc2c3C(=O)O)cc1OC
22. C/C(=N\NS(=O)(=O)c1ccc(C)cc1)c1ccc(C)o1
23. Cc1ccc(C(=O)c2ccccc2C(=O)Nc2ccccc2)cc1
24. COc1ccccc1CNc1nc(NCCNC(C)=O)c2sccc2n1
Assay by compound	17	18	19	20	21	22	23	24
eLon inh	5	-2	9	-5	65*	1	1	1
MsrA inhibitor	1.4	-0.5	-0.1	-0.2	2.7	2.3	-0.2	0.0
Rpn11 inh	i	i	i	i	i	i	i	i
CSN deneddyl inh	-1	0	-1	0	-1	-3	-4	-1
MLLE-PAM2 inh	1	-4	2	-9	113	2	-1	-11
FAS TE block	-2	-7	1	-4	-13	-3	-6	-7
MT1-MMP act inh	-1	6	-8	2	-19	-5	-4	3
Rin1-Abl PPI inh	0	2	4	1	-19	1	0	19*
bovine MsrA act	0	-1	-12	0	-3	-5	-3	-2

25. CN1CCN(S(=O)(=O)c2ccc(NC(=O)c3cccs3)cc2)CC1
26. c1cc(-c2cccs2)nc(-c2cccs2)c1
27. Cc1cccc(-n2c(C)cc(/C=N/O)c2C)c1
28. O=S(=O)(c1ccc2c(c1)C(O)c1ccccc1CC2)C(F)(F)F (stereo not given)
29. COc1cccc(NC(=O)CN(C)CC(=O)NCc2ccc3c(c2)OCO3)c1
30. CC(CN1CCNCC1)(NS(=O)(=O)c1ccccc1)c1ccccc1 (stereo not given)
31. Cc1ccc(C(c2sc3ncnn3c2O)N2CCCCC2)cc1 (stereo not given)
32. COc1ccc(CN2C(=O)CCC2(C)c2nnnn2Cc2ccccc2)cc1OC (stereo not given)
Assay by compound	25	26	27	28	29	30	31	32
eLon inh	-5	-7	0	8	-5	8	-5	5
MsrA inhibitor	0.8	-0.3	-0.4	0.5	-0.5	-0.1	-0.1	0.8
Rpn11 inh	i	i	i	i	i	i	i	nt
CSN deneddyl inh	-4	8	6	-2	2	-3	2	-1
MLLE-PAM2 inh	-7	-4	-15	12	6	7	8	nt
FAS TE block	-5	-2	-16	19	-4	-5	-42	-3
MT1-MMP act inh	5	4	-3	11	-6	-9	0	2
Rin1-Abl PPI inh	-1	3	-1	1	1	3	2	nt
bovine MsrA act	1	-3	-4	-2	11*	4	-1	-9

Entries shown so far containing bromine, in the order listed:
2. Nc1nonc1C(=O)NCCNS(=O)(=O)c1ccc(Br)cc1
6. O=C(CCNS(=O)(=O)c1ccc(Br)cc1)NCCc1ccc(Cl)cc1
Assay by compound	2	6
eLon inh	-3	1
MsrA inhibitor	0.1	0.0
Rpn11 inh	i	i
CSN deneddyl inh	-3	-2
MLLE-PAM2 inh	-4	-12
FAS TE block	-10	14
MT1-MMP act inh	4	1
Rin1-Abl PPI inh	2	-1
bovine MsrA act	-10	-4

Following part.
33. Cn1cc(C=C2C(=O)OC3(CCCCC3)OC2=O)c2ccccc21
34. CC(Oc1ccccc1)C(=O)N1CCN(c2ncccn2)CC1 (stereo not given)
35. Cc1ccc(-c2nn(-c3ccccc3)cc2CN(Cc2ccccc2)C(=O)CCC(=O)O)o1
36. COc1ccccc1NC(=O)CN1CCN(c2ccccn2)CC1
37. COc1cccc(C(=O)CN2C3=NCCCN3c3ccccc32)c1
38. CCOC(=O)Cc1c(C)nc2c(C#N)c(C)nn2c1C
39. COc1ccc(CCNC(=O)C(C)n2nc(C)n3c(cc4occc43)c2=O)cc1OC (stereo not given)
40. CCCCCn1c(CNC(C)=O)nc2ccccc21
Assay by compound	33	34	35	36	37	38	39	40
eLon inh	-15	11	-3	-11	-5	0	-1	-2
MsrA inhibitor	0.0	-0.7	0.0	-0.6	-1.0	-0.2	0.3	0.6
Rpn11 inh	i	i	i	i	i	i	i	i
CSN deneddyl inh	4	1	3	2	0	1	6	4
MLLE-PAM2 inh	-13	1	13	-1	-3	1	-17	-6
FAS TE block	-2	-6	-7	-5	-4	0	-2	-7
MT1-MMP act inh	12	-5	3	9	12	3	-4	1
Rin1-Abl PPI inh	-9	3	-1	-6	-2	0	-3	6
bovine MsrA act	0	-4	-4	-1	-2	0	-1	-14

Records listed above printed as active in Rin1-Abl PPI inh.
| item | Compound | eLon inh | MsrA inhibitor | Rpn11 inh | CSN deneddyl inh | MLLE-PAM2 inh | MT1-MMP act inh | Rin1-Abl PPI inh | bovine MsrA act |
| --- | --- | --- | --- | --- | --- | --- | --- | --- | --- |
| 24 | COc1ccccc1CNc1nc(NCCNC(C)=O)c2sccc2n1 | 1 | 0.0 | i | -1 | -11 | 3 | 19* | -2 |

(next part)
41. COc1cc(CCN(C(C)=O)C2C(=O)Nc3ccccc3N=C2c2ccc3c(c2)OCO3)cc(OC)c1 (stereo not given)
42. COc1ccc(N2CCN(C(=O)COC(=O)CCOc3ccccc3C)CC2)cc1
43. CCN(CC)CCNc1nc2ccccc2n1C
44. CC1(C)CC(NC(=O)COc2ccc([N+](=O)[O-])cc2)CC(C)(C)N1
45. O=[N+]([O-])c1ccc(SCc2ccncc2)nc1
46. O=C(Nc1ccc(Cl)c(C(F)(F)F)c1)C1CCCN(S(=O)(=O)c2cnc[nH]2)C1 (stereo not given)
47. Cc1cc(C)c(NC(=O)Cn2nnc(C(=O)NCc3ccc4c(c3)OCO4)c2N)c(C)c1
48. CCOc1ccccc1OCCCOc1ccc([N+](=O)[O-])cc1Cl
Assay by compound	41	42	43	44	45	46	47	48
eLon inh	2	0	1	-6	6	8	-12	-9
MsrA inhibitor	-1.1	0.2	-1.1	0.9	2.4	-0.2	nt	2.9
Rpn11 inh	i	i	i	i	i	i	i	i
CSN deneddyl inh	2	0	4	-1	1	2	5	-3
MLLE-PAM2 inh	16	-4	5	0	3	9	2	-5
FAS TE block	1	5	-11	1	0	-69	-5	26
MT1-MMP act inh	2	6	6	1	2	4	0	10
Rin1-Abl PPI inh	2	1	0	1	-2	-3	2	0
bovine MsrA act	-2	0	-2	-2	-4	-1	3	2

49. COc1ccccc1CN(C)c1ccc(S(=O)(=O)N2CCN(C)CC2)cn1
50. CCCOC(=O)c1ccc(Oc2c(-c3ccc(OC)cc3O)n[nH]c2C)cc1
51. CCOC(=O)C1=C(C)NC(=S)NC1c1ccc(C)s1 (stereo not given)
52. COc1cc(OC)c2c(c1C(CCN1CCOCC1)c1ccc(N(C)C)cc1)OC(=O)CC2c1ccc(N(C)C)cc1 (stereo not given)
53. COc1ccc(NC(=O)c2cc(-c3ccco3)nc3ccccc23)cc1S(=O)(=O)N1CCOCC1
54. Cc1ccc(CSc2nc3ccccc3cc2C=O)cc1
55. CCc1nc(SCc2ccccc2C)n[nH]1
56. Cc1nn2cc(-c3ccc(-c4ccccc4)cc3)nc2s1
57. CN1C(=O)/C(=N\OC(=O)c2ccccc2Cl)c2ccccc21
58. Cc1nc(-c2ccc(C(=O)Nc3cccc(F)c3)cc2)cs1
Assay by compound	49	50	51	52	53	54	55	56	57	58
eLon inh	0	-3	9	-3	-8	-9	-2	-2	1	3
MsrA inhibitor	0.7	1.4	0.2	0.0	0.8	-0.7	0.1	0.2	-0.3	0.2
Rpn11 inh	i	i	i	i	i	i	i	i	i	i
CSN deneddyl inh	-2	-2	-4	-3	40	-3	4	-2	4	0
MLLE-PAM2 inh	15	17	-145	6	-23	-2	-4	-1	6	2
FAS TE block	-4	-71	2	13	4	26	-8	-2	17	0
MT1-MMP act inh	0	7	2	-3	-1	2	-2	-17	6	-4
Rin1-Abl PPI inh	4	-1	-1	1	1	1	-3	2	-1	-1
bovine MsrA act	-4	-5	-7	-6	-6	-1	-4	-2	2	1
